# XIAP antagonists = XIAP antagonists, biochemical, IAP family, fluorescence polarization (AID 1018); XIAP BIR domain, fluorescence polarization peptide displacement; higher % means a stronger effect; displacement, % at 20 µM; hits with a dose series show IC50 in µM; 200,000 compounds, 0.007% hits; in the data active means displacement above about 50%; further: a part of the inactive calls stands beside numbers as strong as those of hits
# TNAP activation fold = stimulation of alkaline phosphatase TNAP activity – biochemical, luminescent, no phosphate acceptor, uHTS, primary screen (AID 1001); purified TNAP, luminescent activation assay, no phosphate acceptor; higher activation fold means a stronger effect; one-dose activation fold at 20 µM; EC50 in µM for titrated hits; 200,000 compounds, 0.03% hits; in the data active means activation fold from about 3, or a potency from the dose series; inactive means the rest, 99 in 100 with activation fold below about 1.6; further: many of its hits are not listed in these tables
# human PMI inhibition = MPI enzyme activity inhibition – biochemical, fluorescence intensity, coupled assay, primary screen (AID 1209); purified PMI enzyme, coupled fluorescence intensity; higher % means a stronger effect; 190,000 compounds, 0.42% hits; inhibition, % at 20 µM, or IC50 in µM where a hit was titrated;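 further: plate controls were DMSO vehicle for no effect and wells lacking substrate for full effect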
# Salmonella PhoP GFP = PhoP-dependent GFP reporter repression – Salmonella Typhimurium, primary screen (AID 1863). S. Typhimurium PhoP-regulated promoter GFP reporter, 4 h; higher % means a stronger effect. inhibition, % at 50 µM; hits with a dose series show IC50 in µM. 300,000 compounds, 0.16% hits;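 active means inhibition over 29.93%, a cutoff 3 SD above the screen mean, later confirmed by dose response; inconclusive means inhibition over 29.93% but no dose response follow-up; inactive means inhibition at most 29.93% or unconfirmed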;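 further: 0% = low Mg2+ inducing control and 100% = high Mg2+ repressing control; strong numbers were not always called active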
# human PMI inhibitors = MPI inhibition at elevated mannose 6-phosphate – biochemical, fluorescence intensity, high mannose 6-phosphate, primary screen (AID 1220); recombinant PMI enzyme, coupled fluorescence intensity; higher % means a stronger effect; inhibition, % at 20 µM; hits with a dose series show IC50 in µM; 190,000 compounds, 0.66% hits
# Siah-1 displacement = Siah-1 peptide-binding antagonists, primary screen, biochemical, fluorescence polarization, rhodamine-plectin, uHTS (AID 1817). 290,000 compounds, 0.02% hits. Siah-1 / rhodamine-plectin peptide fluorescence polarization; higher % means a stronger effect. one-dose displacement, % at 20 µM; IC50 in µM for titrated hits;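 active means displacement of at least 50% at 20 µM, with a fluorescence ratio check between 0.3 and a set limit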;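 further: plate controls were Siah plus tracer with DMSO for no effect and tracer alone without Siah for full effect; strong numbers were not always called active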
# RSV CPE inhibition = inhibition of RSV-induced cytopathic effect – HEp-2 cells, primary 10 µM value included (AID 2391); 310,000 compounds, 0.13% hits; CPE inhibition, % at 10 µM, or IC50 in µM where a hit was titrated; HEp-2 cells, RSV-induced CPE inhibition; higher % means a stronger effect; in the data active means a potency from the dose series; inconclusive means CPE inhibition mostly from about 23% at the one dose, without a potency; inactive means the rest, 99 in 100 with CPE inhibition below about 21%; further: strong numbers were not always called active
# Myeloid diff 2 = promotes myeloid progenitor differentiation; calls only at 10 µM; ER-HoxA9 myeloid progenitors, lysozyme-GFP differentiation, flow cytometry; 360,000 compounds, 1% hits; AID 624256;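 active means normalized GFP-positive differentiation at or above the plate's own cutoff, the solvent-only control mean plus 3 SD; inconclusive means no clear call, values can overlap the other calls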;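 further: cells exposed to compound for four days before flow analysis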
# WT yeast gro inh = growth inhibition of WT yeast, mitochondrial fusion screen | mitochondrial fusion phenotypic screen, WT strain | inhibition, % at 10 µM | 190,000 compounds, 2.1% hits | AID 1362; in the data active means inhibition above about 58%; tested in S. cerevisiae
# WT yeast gro inh mutant strain = recorded beside WT yeast gro inh, whose call it bears; inhibition, %; mitochondrial fusion phenotypic screen, mutant strain inhibition
# Myeloid diff 2 GFP+ MAC1+ % = recorded beside Myeloid diff 2, whose call it bears; GFP+ MAC1+ double positive, %; measured here: differentiation confirmed by MAC1 staining
# An asterisk follows results filed as active; i = inactive; u = inconclusive; x = no result given; + = active, no number. Unless noted, no stated cut-off is given here; in the data, active means inhibition above about 50%; inactive means the rest.
SMILES,XIAP antagonists,TNAP activation fold,human PMI inhibition,Salmonella PhoP GFP,human PMI inhibitors,Siah-1 displacement,RSV CPE inhibition,Myeloid diff 2,Myeloid diff 2 GFP+ MAC1+ %,WT yeast gro inh,WT yeast gro inh mutant strain
CCN(CC)CCN1C(=O)C(O)=C(C(=O)c2sc(C)nc2C)C1c1cccnc1 (stereo not given),0.1%,1.1,11%,7%,3%,-7%,0.4%,i,0.5,-7,-7
CNCC(=O)N(CC(C)C)c1c(N)n(CC(C)C)c(=O)[nH]c1=O,-4.2%,1,-15%,2%,-14%,-1%,0.6%,i,0.7,2,-6
O=C(c1cccs1)N1CCN(S(=O)(=O)N2CCCCC2)CC1,-1.4%,1.1,2%,-3%,2%,1%,2.2%,i,0.4,-4,5
CC(NC(=O)CNC(=O)OCc1ccccc1)C(=O)N1CC(O)CC1C(=O)OCc1ccccc1 (stereo not given),-1.3%,1,21%,-14%,18%,1%,1.0%,i,0.3,6,15
CC1CCCCC1NC(=O)C1CCN(C(=O)c2sccc2-n2cccc2)CC1 (stereo not given),-6.1%,0.9,14%,7%,2%,-2%,-1.1%,i,1.0,5,3
CCn1nc(C(=O)OCC(=O)c2cc(C)n(Cc3cccs3)c2C)c2ccccc2c1=O,-16%,1.1,18%,-4%,19%,0%,9.3%,i,0.9,13,13
Cc1ccc(-c2noc(CCC(=O)NCCN3CCOCC3)n2)cc1,-1.2%,1.1,-4%,-15%,6%,-2%,0.0%,i,0.0,-12,8
Cc1nn2c3c(cnc2c1-c1ccccc1)C(=O)CC(c1ccco1)C3 (stereo not given),-3.3%,1,-6%,-13%,-6%,-7%,u,i,0.7,-7,4
O=[N+]([O-])c1ccc(S(=O)(=O)NCC2CC3CCC2C3)cc1 (stereo not given),x,x,x,-1%,x,1%,4.3%,i,1.0,x,x
COc1ccc(-c2nc(C#N)c(N3CCCCC3)o2)cc1,x,x,x,-2%,x,2%,17%,i,0.5,x,x
CC(C)c1ccc(-n2cccc2/C=C2/C(=N)N3C=CSC3=NC2=O)cc1,-4.0%,1,-30%,-11%,-14%,-1%,4.8%,i,0.9,87*,71*
CCOCCCNC(=O)C(Cc1ccccc1)NS(=O)(=O)c1cccc2nsnc12 (stereo not given),-15%,1,12%,-5%,18%,0%,-0.3%,i,0.6,-1,2
O=C(/C=C/c1ccc([N+](=O)[O-])s1)N1CCN(c2ccccc2)CC1,x,x,x,-9%,x,-1%,0.1%,u,x,x,x
CCNCc1cc(OCC)c(OCC(=O)NCCc2ccccc2)cc1Cl,-8.0%,1,7%,0%,0%,2%,-0.2%,i,5.3,14,3
COc1cccc(-c2nn(C)c3sc(C(=O)NCc4ccc(C)cc4)cc23)c1,-3.7%,0.9,1%,0%,0%,1%,4.4%,i,0.7,18,-16
C/C(=N/NC(=O)CNC(=O)c1ccco1)c1ccco1,x,x,x,-6%,x,7%,-0.3%,i,0.8,x,x
O=[N+]([O-])c1ccccc1N/N=C\c1ccccc1F,x,x,x,-4%,x,-4%,6.6%,i,0.4,x,x
O=C(Nc1ccccc1)/C(=C/c1ccc2c(c1)OCO2)NC(=O)c1ccco1,-4.8%,1,-4%,-4%,-12%,-5%,2.1%,i,0.6,-9,-22
CN(CC(=O)Nc1cccc2ccccc12)C(=O)c1cccc(S(=O)(=O)N(C)C)c1,x,x,x,-7%,x,17%,1.0%,i,0.3,x,x
COc1ccc(-c2noc(CNC(=O)c3ccoc3C)n2)cc1,x,x,x,10%,x,5%,4.7%,i,0.5,x,x
COc1nc2cc(C)ccc2cc1-c1noc(-c2cccnc2)n1,-2.8%,1.1,-4%,x,-5%,0%,x,x,x,x,x
CCN1CCN(C(=O)C2(NC(=O)Nc3ccccc3Cl)CCCCC2)CC1,-4.6%,1.1,8%,2%,10%,-3%,-0.3%,i,1.1,8,6
O=C1OCCC1Sc1nnc(-c2ccc(O)cc2)o1 (stereo not given),-5.1%,1.1,1%,6%,-1%,-2%,3.3%,i,0.8,-1,-7
CCCCOc1ccc(OCCNC(=O)c2ccco2)cc1,x,x,x,24%,x,-5%,6.0%,i,0.6,x,x
CC(=O)N1C(=O)NC(c2ccccc2)=C([N+](=O)[O-])C1c1ccccc1 (stereo not given),x,x,x,10%,x,7%,-0.3%,i,0.4,x,x
COc1nc(/C(N)=N/O)nc(N2CCCCC2)n1,-3.9%,1,67%*,3%,11%,7%,1.7%,i,1.1,-49,-48
O=C(COc1cccc2ccccc12)N/N=C/c1ccncc1,-8.7%,1,4%,0%,27%,-2%,-1.1%,i,0.0,-5,-8
CNc1nc(-c2ccccc2)nc(-c2ccccc2)c1C#N,-6.2%,1,-1%,4%,-1%,1%,1.9%,i,0.4,-5,9
C=CCn1c(=O)/c(=C/c2ccc(O)cc2)s/c1=C(/C#N)c1nnc2n1CCCCC2,-5.8%,0.7,6%,-7%,8%,1%,6.2%,i,6.0,-18,-26
CC(=O)c1cn(C)c(=O)n(C)c1=O,-12%,1.1,-3%,2%,-3%,-2%,-0.5%,i,0.4,-4,-3
CC1=C(C(=O)Nc2ccccc2)C(c2ccccc2[N+](=O)[O-])NC(=O)N1 (stereo not given),-1.5%,1.1,40%,6%,53%*,-4%,0.6%,i,0.3,-3,3
OC1(c2cccc(C(F)(F)F)c2)CCN(CCN2CCCCC2)CC1,x,x,x,-3%,x,0%,-0.7%,i,1.5,x,x
CCN(CC)/C(=N/S(=O)(=O)c1ccc(C)cc1)c1ccccc1,-4.8%,1.1,8%,-4%,3%,2%,1.4%,i,1.0,-26,-49
COc1cc(NC(=S)Nc2cccc(Cl)c2Cl)c(OC)cc1Cl,-1.9%,0.9,19%,4%,17%,11%,1.0%,i,0.6,-7,4
CC(=O)N1N=C(c2c(-c3ccccc3)c3cc(C)ccc3[nH]c2=O)CC1c1ccco1 (stereo not given),-7.1%,1,9%,0%,2%,-2%,3.7%,i,0.8,-5,-10
O=C1CC(c2ccccc2)CC(O)=C1C=NC1CCCC1 (stereo not given),-1.9%,1.1,-2%,-10%,-6%,2%,3.0%,i,6.2,7,13
Cc1ccc(S(=O)(=O)N(CC(=O)NCCSc2ccccn2)c2cc(C)cc(C)c2)cc1,-0.1%,1.1,7%,10%,7%,-3%,5.4%,i,0.7,2,31
CC(C)OP(=O)(OC(C)C)C(NC(=O)c1ccccc1)C(N)=O (stereo not given),x,x,x,-8%,x,7%,0.5%,i,0.5,x,x
CCC(=O)c1cn(CCOc2ccccc2OC)c2ccccc12,x,x,x,-4%,x,8%,5.0%,i,0.2,x,x
CCOC(=O)c1c(NC(=O)CNC2CCCc3ccccc32)sc(C(N)=O)c1C (stereo not given),-8.8%,1,5%,7%,13%,-2%,0.9%,i,0.6,-9,9
COc1ccc(CNS(=O)(=O)c2ccc(-c3cnc(C4CC4)o3)cc2)cc1,x,x,x,-5%,x,3%,1.0%,i,1.2,x,x
CCOc1cc(S(=O)(=O)N2CCC(Cc3ccccc3)CC2)c(OCC)cc1-n1cnnn1,-23%,1,14%,-9%,14%,-1%,10%,u,x,23,-7
O=C(CCN1C(=O)c2ccccc2S1(=O)=O)NCc1ccco1,4.5%,1,9%,23%,4%,-3%,0.5%,i,2.2,21,3
FC(F)(F)c1cnc(C(c2ccccn2)c2ncn[nH]2)c(Cl)c1 (stereo not given),-3.7%,1.9,-24%,4%,-24%,6%,-2.7%,i,0.2,-23,4
CC1CCN(C(=O)CCCN2C(=O)c3cccnc3Oc3ccc(Cl)cc32)CC1,x,x,x,3%,x,-6%,19%,i,2.7,x,x
CCc1c(C(=O)Nc2ccc(OC)cc2)[nH]c(C)c1C(C)=O,-6.1%,1,-2%,1%,11%,4%,2.3%,i,0.8,-13,-15
O=c1c(Cl)c(NCCO)cnn1-c1cccc(Cl)c1,-4.7%,1.1,8%,-7%,9%,-5%,-1.1%,i,0.6,-7,-1
CSc1nsc(SCC(=O)Nc2ccc3c(c2)OCCO3)n1,-7.6%,1.1,8%,9%,0%,1%,2.9%,i,0.7,7,-29
CCOC(=O)c1c(C)[nH]c(C)c1C(=O)CSc1nc2ccccc2c(=O)n1-c1ccccc1C,-5.6%,1.1,12%,6%,4%,3%,9.9%,i,0.3,27,-9
COc1cccc(OC)c1OCCCc1c(C)n[nH]c1C,-3.9%,1,-1%,-3%,-1%,-1%,1.5%,i,1.8,x,x

# Gathered by group: the entries above containing a CF3 group
SMILES,XIAP antagonists,TNAP activation fold,human PMI inhibition,Salmonella PhoP GFP,human PMI inhibitors,Siah-1 displacement,RSV CPE inhibition,Myeloid diff 2,Myeloid diff 2 GFP+ MAC1+ %,WT yeast gro inh,WT yeast gro inh mutant strain
OC1(c2cccc(C(F)(F)F)c2)CCN(CCN2CCCCC2)CC1,x,x,x,-3%,x,0%,-0.7%,i,1.5,x,x
FC(F)(F)c1cnc(C(c2ccccn2)c2ncn[nH]2)c(Cl)c1 (stereo not given),-3.7%,1.9,-24%,4%,-24%,6%,-2.7%,i,0.2,-23,4

# (continued)
SMILES,XIAP antagonists,TNAP activation fold,human PMI inhibition,Salmonella PhoP GFP,human PMI inhibitors,Siah-1 displacement,RSV CPE inhibition,Myeloid diff 2,Myeloid diff 2 GFP+ MAC1+ %,WT yeast gro inh,WT yeast gro inh mutant strain
CCCCCc1nnc(NC(=O)CN2C(=O)C3CCCCC3C2=O)s1 (stereo not given),x,x,x,6%,x,5%,2.5%,u,x,x,x
O=C(C[n+]1ccccc1)N1c2ccccc2Sc2ccccc21,-4.6%,1.1,4%,7%,1%,3%,1.7%,i,0.1,6,21
CCN=C1S/C(=C\c2ccc(-c3cccc(C(=O)O)c3)o2)C(=O)N1CC,-5.4%,1,-10%,-13%,4%,-6%,-0.7%,i,0.2,-16,7
O=C(C[n+]1cnn(CC(=O)c2ccc(Cl)cc2Cl)c1)c1ccc([N+](=O)[O-])cc1,0.9%,1.1,-15%,18%,-16%,-3%,-0.9%,i,0.0,-27,-21
Cc1cc(C(F)(F)F)c(C#N)c(SCC(=O)Nc2nc3ccccc3s2)n1,-10%,1,-1%,-145%,-10%,-7%,7.0%,+,6.0*,40,21
CCOc1ccc(CCNC(=O)CCc2c(C)nc3ncnn3c2C)cc1OCC,-7.6%,1.1,0%,-14%,-5%,1%,4.5%,i,0.9,-2,7
Cc1cc(Nc2ccccc2)n(C(=O)c2ccc(Cl)cc2)n1,-5.5%,0.9,7%,3%,10%,0%,2.8%,i,6.8,68,77
Cc1ccc(CSc2nnc(SCC(=O)N/N=C/c3c[nH]c4ccccc34)s2)cc1,23%,1.1,-4%,4%,-10%,-1%,x,i,0.9,1,-1
Cc1cc(S(=O)(=O)Nc2ccc(C(=O)N3CCN(C(=O)c4ccco4)CC3)cc2)ccc1F,-22%,1.1,7%,-1%,5%,-4%,17%,i,0.5,11,13
CCOc1ccc(NC(=O)CSc2nncc(=O)n2N)cc1,x,x,x,11%,x,-9%,0.7%,i,6.8,x,x
